Screening results deposited in PubChem BioAssay by National Center for Advancing Translational Sciences (NCATS).
KB-3-1 cytotox: KB-3-1 parental cell cytotoxicity | KB-3-1 viability, CellTiter-Glo ATP luminescence, 72 h | hit rate 1.4% among 400,000 | Potency, µM (titrated, usually from 46.1 µM), for the others: at the top dose activity change, negative = cytotoxic, hits mostly cytotoxic; further: potency means the concentration at half of the fitted maximal effect; on the % scale 0 is the no-effect control and ±100 the full control effect; nearly all actives have a fitted effect of over 60% in size
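KB-3-1 parental drug-naive adenocarcinoma cells in DMEM/10% FBS, incubated 72 h at 37 C with pin-transferred compounds across a concentration series. Viability by CellTiter-Glo luminescence; concentration-response curves fitted after normalization.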
SW480 rereplic: DNA re-replication induction in SW480 cells; Potency, µM (highest dose often 46.1 µM), for the others: at the top dose re-replication activation, most hits filed as activators; AID 624297; SW480 DNA re-replication, Hoechst DNA content imaging, 48 h; hit rate 1.8% among 340,000; further: potency means the concentration at half of the fitted maximal effect; % of control where 0% means no effect; nearly all actives have a fitted effect of over 55% in size
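Treated cells incubate 48 hr (37 C, 5% CO2), are stained 40 min with Hoechst, and nuclear fluorescence is enumerated; a rise in nuclei with high DNA signal marks re-replication.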
DRD3 agonist: agonists of human D3 dopamine receptor; max activation, %; D3R DiscoveRx beta-arrestin cells, luminescence, 90 min; hit rate 0.58% among 410,000; P35462; in the data active means max activation above about 30%; further: 0% is about no effect; mostly tested at two doses, the higher about 12 µM
Target sequence (P35462 whole entry, looked up): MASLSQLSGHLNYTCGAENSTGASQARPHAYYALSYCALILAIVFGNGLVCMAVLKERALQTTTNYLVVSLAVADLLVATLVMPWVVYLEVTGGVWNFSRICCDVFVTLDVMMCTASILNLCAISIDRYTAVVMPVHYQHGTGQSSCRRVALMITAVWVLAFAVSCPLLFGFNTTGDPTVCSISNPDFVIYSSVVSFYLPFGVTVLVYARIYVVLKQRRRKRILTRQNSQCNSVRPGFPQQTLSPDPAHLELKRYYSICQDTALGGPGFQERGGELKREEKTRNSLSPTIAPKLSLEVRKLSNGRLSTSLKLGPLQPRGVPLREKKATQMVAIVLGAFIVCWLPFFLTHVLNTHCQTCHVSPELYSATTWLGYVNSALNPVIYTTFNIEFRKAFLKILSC
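Cells at 1500/well, incubated overnight, then treated with pinned compounds (dopamine as control) for 90 min at 37 degrees C. DiscoveRx reagent added for 30 - 60 minutes at room temperature; luminescence read.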
IL1B secr inh: inhibitors of inflammasome signaling (IL-1 beta secretion). AID 743279. THP-1 LPS/ATP IL-1B secretion, AlphaLISA, 16 h; active compounds read low. activity change, % at 57.5 µM. hit rate 4.7% among 360,000; in the data active means activity change below about -50%; inconclusive means mostly about -30% to -49%; further: on the % scale 0 is the no-effect control and ±100 the full control effect
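Secreted IL-1B measured by AlphaLISA bead assay after 16 h compound exposure of THP-1 cells; compounds (final up to 57.5 uM) added 1 h before LPS (250 ng/mL) and ATP (1.25 mM) stimulation; lower signal means less secretion.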
KB-V1 cytotox: kills drug-selected multidrug resistant KB-V1 cells; KB-V1 MDR cells viability, CellTiter-Glo, 72 h; Potency, µM (doses to about 46.1 µM), inactives show top-dose activity change, negative = cytotoxicity, hits mostly cytotoxic; hit rate 3.4% among 400,000; further: potency means the concentration at half of the fitted maximal effect; on the % scale 0 is the no-effect control and ±100 the full control effect; nearly all actives have a fitted effect of over 60% in size
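Compound-treated KB-V1 multidrug-resistant cells, 72 h, 37 degrees C; viability by CellTiter-Glo. Fitted qHTS curves give the values.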
GLP1R cytotox: cytotoxicity counter-screen for GLP-1 receptor inverse agonists; HEK293 cAMP-luciferase reporter cells, luminescence, 24 h; hit rate 0.13% among 410,000; AID 624418; Potency, µM (highest dose often 38.3 µM), for inactives: top-dose activity change, negative = inhibition, actives largely listed as inhibitors;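 further: loss of luciferase light is scored as toxicity; potency means the concentration at half of the fitted maximal effect; on the % scale 0 is the no-effect control and ±100 the full control effect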
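1536-well qHTS counterscreen of the MLSMR; 200 cells/uL, 12 h pre-incubation, 23 nL cpd, 24 h at 37 deg C 5% CO2, luciferase detection reagent, 12 min RT, luminescence. Inhibition = undesired.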
HT1080-NT tox: kills 2HG-producing HT-1080-NT fibrosarcoma cells. HT-1080-NT fibrosarcoma viability, CellTiter-Glo ATP luminescence, 48 h. hit rate 1.6% among 360,000. Potency, µM (titrated, usually from 46.1 µM), inactives show top-dose activity, negative = less viability, most hits filed as cytotoxic. AID 686970;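 further: NT is the 2HG producing partner of a matched IDH1 knockdown line; potency means the concentration at half of the fitted maximal effect; 0% = DMSO-treated cells and -100% = media-only wells without cells; nearly all actives have a fitted effect of over 55% in size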
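Compounds were tested in concentration-response format on HT-1080-NT cells for 48 hours at 37 degrees C. Cell viability came from CellTiter-Glo luminescence; curves were classified by r2, response magnitude and activity.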
HT1080 IDH1KD tx: kills HT-1080 cells with IDH1 knockdown; HT-1080 IDH1 knockdown viability, ATP luminescence, 48 h; Potency, µM (highest dose often 46.1 µM), without a hit: at the highest dose activity, negative = toxicity, usual class: cytotoxic; hit rate 2% among 360,000;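 further: potency means the concentration at half of the fitted maximal effect; 0% = DMSO wells and -100% = cell-free medium wells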
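After a 2 h attachment period, IDH1KD HT-1080 cells took pin-transferred compound for 48 h at 37 °C; ATP-based luminescence after 10 min room-temperature reagent incubation reported viability.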
MCF10A rereplic: induces DNA re-replication in MCF 10a normal breast cells. MCF 10A DNA re-replication, Hoechst nuclear intensity, 48 h. Potency, µM (doses to about 46.1 µM), for inactives: top-dose activity, positive = re-replication, most hits filed as activators. hit rate 2.9% among 350,000. AID 624296; further: potency means the concentration at half of the fitted maximal effect; % of control where 0% means no effect; nearly all actives have a fitted effect of over 50% in size
Active calls of the source: *; ? = inconclusive; · = no result given; ! = a repeat was not active; [ ] = dose if it differs, or a comment. Unless noted, the call rests on the fitted dose curve; in most records, active means well fitted curve in the direction sought with a large enough effect; inconclusive means small, poorly fitted or top-dose-only effect, or another doubt; inactive means no such curve, though single readings can be large; an effect the other way counts as inactive or inconclusive.

SMILES | KB-3-1 cytotox | SW480 rereplic | DRD3 agonist | IL1B secr inh | KB-V1 cytotox | GLP1R cytotox | HT1080-NT tox | HT1080 IDH1KD tx | MCF10A rereplic
CC(C)Cc1nc2sc3c(SCC(N)=O)ncnc3c2c2c1CCC2 | -7% | -9% | 2 | -7 | -24% | 18% | 3% | -4% | -2%
Cc1ccc2cc3c(N)[nH]nc3nc2c1 | 0% | · | 3 | 0 | 18µM* | -29% | -4% | -6% | -7%
CC(C)(C)C(=O)NC(=S)Nc1ccccc1N1CCCC1 | -4% | -11% | -3 | 40 | 10% | -30% | -1% | 3% | 9%
O=C(Nc1ccccc1N1CCOCC1)c1cccc2ccccc12 | 3% | · | 1 | -23 | ? | 6% | 1% | 0% | ·
CN(C(=O)COC(=O)c1ccc(S(=O)(=O)N2CCCCCC2)cc1)c1ccccc1 | 0% | · | -1 | 53 | -2% | 2% | 1% | 7% | ·
Clc1ccc(OCc2nc(-c3ccncc3)no2)c(Cl)c1 | 2% | 0% | -7 | -10 | -10% | -3% | -6% | -16% | 16%
O=C(CSc1nc(NS(=O)(=O)c2ccccc2)cc(=O)[nH]1)Nc1ccc(Cl)cc1 | ? | -23% | -3 | 32 | -17% | -3% | 1% | -5% | 0%
O=C1CCN(Cc2ccccc2)C=C1c1ccc(Br)cc1 | ? | 20% | 15 | ? | ? | -1% | -19% | -17% | 17%
COc1ccccc1OCC(=O)Nc1ccc(S(=O)(=O)Nc2nccs2)cc1 | 1% | -14% | 22 | -2 | -11% | 16% | 12% | 17% | 0%
COC(=O)c1c(-c2cccs2)csc1NC(=O)c1ccc(Br)cc1 | -2% | · | 18 | · | 5% | -10% | · | · | ·
CCCCNC(=S)N1CCC(Cc2ccccc2)CC1 | ? | -2% | 1 | ? | ? | -27% | ? | -16% | 1%
CN1/C(=C\C(=O)CN2C(=O)NC3(CCCCCC3)C2=O)C(C)(C)c2ccccc21 | -21% | 5% | 2 | -1 | -20% | ? | -24% | ? | 25%
COc1cc2nc(NC(=O)c3ccco3)sc(=O)c2cc1OC | -12% | ? | 9 | 11 | 0% | -9% | ? | -18% | ?
COc1ccc(C(C)=O)cc1CSc1nnc(SCc2cc(C(C)=O)ccc2OC)s1 | -17% | -4% | -1 | 14 | -14% | -10% | ? | 9% | 7%
Cc1ccc(CCCNC(=O)C2CCC(=O)N(Cc3cccc(F)c3)C2)cc1 (stereo unspecified) | -2% | -9% | -13 | -9 | ? | 4% | -20% | 9% | 7%
CCN1C(=O)[C@@H]2[C@@H](c3ccc(-c4ccccc4)cc3)N3CCCC[C@@]3(C(=O)OC)[C@@H]2C1=O | 0% | 7% | 4 | 16 | -13% | 5% | -11% | -1% | -9%
CCCOc1ccc2ccccc2c1/C=N/n1c(C)nnc1-n1nc(C)cc1C | 5.2µM* | 21µM* | -2 | 12 | 5.8µM* | ? | ? | 4.1µM* | 10µM*
Cc1ccc(C(=O)COC(=O)c2ccc(-c3cnc4ccccc4n3)cc2)cc1C | -21% | -8% | 1 | 11 | ? | 13% | -1% | -15% | 0%
CCN1C(=O)[C@@H]2[C@@H]3CN(S(=O)(=O)c4ccc(C)cc4)[C@@H](c4ccccc4Cl)[C@@H]3C(=O)C[C@@H]2C1=O | 0% | · | -12 | 0 | 4% | -20% | 1% | 9% | ·
CN(C(=O)c1ccc(NC(=O)Cc2ccc([N+](=O)[O-])cc2)cc1)C1CC1 | 30% | -5% | -28 | 3 | 0% | ? | 7% | 8% | 1%
COC(=O)C[C@@H]1OC[C@H](Cc2ccccc2)N1S(=O)(=O)c1ccc(C)cc1 | -6% | · | 3 | 25 | ? | -2% | 12% | 3% | ·
CC1CCN(C(=O)CSc2nc(N)cc(N)n2)CC1 | 14% | -3% | -13 | 10 | 0% | 1% | 7% | 0% | 0%
COc1ccc2c(=O)c3c(=O)n(CCc4ccccc4)c(C(C)C)nc3oc2c1 | 0% | -117%[inhibitor] | -2 | 12 | ? | -5% | -1% | 13% | -1%
CC1=C(C(=O)OCc2ccc(C)cc2)C(c2ccccc2F)CC(=O)N1 (stereo unspecified) | -23% | · | 3 | · | 7% | 1% | · | · | ·
Cc1ccc(C)c(NC(=S)N2CCC(NC(=O)c3ccccc3)CC2)c1 | 15% | -7% | 5 | 3 | -24% | 0% | 18% | 13% | -10%
O=C(NCCNS(=O)(=O)c1ccc(Cl)cc1)c1cc(OCC(F)(F)F)ccc1OCC(F)(F)F | -6% | 13% | -3 | -18 | -4% | -9% | -43% | ? | 6%
CN(C(=O)C1CCN(c2ncnc3c2nc2n3CCCCC2)CC1)C1CCCCC1 | ? | 27% | -4 | -2 | ? | 4% | -5% | -12% | -1%
CCC(C)(C)NC(=O)c1ccc2c(c1)N(CC(=O)NC1CCCC1)C(=O)C(C)(C)O2 | -2% | -8% | -14 | -10 | -4% | -5% | 12% | 8% | -32%[inhibitor]
CSc1nc(N)nc(SCC(=O)OC(C)C)c1C#N | 4% | -1% | -7 | 56 | ? | 5% | -25% | -22% | -1%
CCOC(=O)c1c(C)oc2nc(C)nc(N3CCN(c4cccc(C)c4C)CC3)c12 | -2% | · | 4 | · | 0% | 4% | · | · | ·
Cc1oc(C)c(C(N)=O)c1C(N)=O | 11% | -5% | 1 | 24 | 11% | 5% | 7% | 13% | 1%
CC(C)(C)NC(=O)C1CCCN(S(=O)(=O)c2ccc(-n3cnnn3)cc2)C1 (stereo unspecified) | -10% | -2% | -3 | 1 | 22% | -5% | -1% | -2% | -6%
Cc1cc(S(=O)(=O)N2CCOCC2)ccc1OCC(=O)N1CCC(C(N)=O)CC1 | -11% | -10% | -4 | 1 | 17% | 2% | 7% | 3% | 0%
COc1ccc(Nc2ccc(C(F)(F)F)cc2[N+](=O)[O-])cn1 | 18% | -2% | 4 | -7 | 23% | -2% | 6% | 12% | -23%
O=C(c1ccc2c(c1)N(Cc1ccc(Cl)cc1)C(=O)c1ccccc1S2=O)N1CCOCC1 (stereo unspecified) | 1% | · | 8 | · | -2% | -3% | · | · | ·
O=C(Nc1cc(S(=O)(=O)N2CCOCC2)ccc1Oc1ccc(F)cc1)C1=COCCO1 | 20% | -69% | -11 | -15 | -5% | -4% | -2% | 0% | 0%
O=C1CCc2cc(S(=O)(=O)N3CCN(c4cccc(Cl)c4)CC3)ccc2N1 | 2% | -5% | 4 | 2 | 2% | 4% | -10% | ? | 0%
Cc1ccc(SCC(=O)NNC(=O)c2ccc(S(C)(=O)=O)cc2)cc1 | 11% | -3% | -6 | -5 | -6% | -7% | 6% | -4% | -4%
O=C(NCCCCNC(=O)c1ccc(Br)cc1)c1ccc(Br)cc1 | 14% | -10% | -11 | 44 | 1% | 0% | 7% | 7% | -2%
O=C(N[C@H]1CCC(=O)N(CCSc2ccc(Br)cc2)CC1)OCc1ccccc1 | ? | 3% | -2 | -22 | 21µM*! | -38% | ? | ? | 4%
Cc1cc(C(=O)CSc2n[nH]c(N)n2)c(C)n1C1CC1 | 3% | -5% | -2 | -8 | 5% | -5% | 5% | 3% | 2%
Cc1onc(-c2ccccc2)c1C(=O)OCCOc1cccc(Cl)c1 | ? | 6.5µM* | -4 | 6 | -8% | 3% | ? | ? | 21µM*
O=C(NCc1ccc2c(c1)OCO2)c1c(O)nc2sccn2c1=O | -5% | -9% | -1 | ? | 8.2µM* | 1% | 2% | -1% | -9%
CCOC(=O)N1CCN(Cc2ccc3c(c2)OCO3)CC1 | 2% | -1% | 10 | -9 | -18% | 9% | 12% | 16% | ?
C[C@@H]1CN([C@H](C)CO)C(=O)CCCn2cc(nn2)CO[C@H]1CN(C)C(=O)Nc1ccc2c(c1)OCCO2 | ? | · | 3 | 31 | 0% | -11% | 15% | 13% | ·
Cc1cc(Cl)ccc1NC(=O)C(=O)N/N=C/c1ccc2c(c1)OCO2 | 63% | 6% | 4 | -15 | ? | 5% | 3% | 0% | 2%
CCOC(=O)c1sc(=NC(=O)c2ccc(OC(C)C)cc2)n(C)c1C | ? | -10% | 6 | 7 | -2% | -6% | ? | ? | 3%
N#C/C(=C1\CCCN1)c1nc(-c2ccccc2)cs1 | -2% | -5% | -11 | -19 | -11% | 2% | -7% | -20% | 4%
O=C1CCc2cc(S(=O)(=O)N3CCCCC3)cc3c2N1CCC3 | -1% | -1% | -2 | 43 | 1% | 1% | 14% | -2% | -2%
O=C1C(=O)N(c2nccs2)C(c2ccccc2F)/C1=C(\O)c1ccc2c(c1)OCCO2 (stereo unspecified) | ? | -8% | 4 | -1 | 0% | -19% | ? | ? | ?
O=C1N(c2ccccc2)C(c2ccccc2)N2CCCN12 (stereo unspecified) | 3% | 6% | -8 | 18 | -3% | 5% | 21% | 12% | 0%
CCN(Cc1ccccc1)C(=O)c1cc(-c2ccc(OC)c(OC)c2)nc2ccccc12 | 5% | -1% | 7 | 5 | ? | ? | -11% | -10% | ?
COc1ccc(-n2c(/C=C/c3cccc4ccccc34)nc3ccccc3c2=O)cc1Cl | ? | · | 4 | · | ? | -3% | · | · | ·
O=C(CSc1nnc2scc(-c3ccccc3)n12)NCC1CCCO1 (stereo unspecified) | 15% | -10% | -1 | 0 | -29% | 6% | 15% | -3% | -5%
Cc1c(C(=O)N2CCN(c3ccccn3)CC2)sc2ncnc(N3CCOCC3)c12 | 1% | -4% | 3 | -1 | ? | 3% | 1% | 6% | 16%

Rows were taken by chance; about 11% have a hit in one of these screens.
